Compound activity from PubChem.
DT40 TDP1 no CPT = qHTS for Inhibitors of human tyrosyl-DNA phosphodiesterase 1 (TDP1): qHTS in cells in absence of CPT; Potency, µM (titrated, usually from 46.2 µM), for the others: top-dose activity change, negative = growth inhibition, hits mostly inhibitors; AID 686978, 2013; 15% of 420,000 active; DT40 Tdp1-/- hTDP1 cells, no CPT, ATP luminescence, 48 h; active means well fitted inhibition curve with a large enough effect; inconclusive means small, poorly fitted or top-dose-only effect; further: nearly all actives have a fitted effect of over 55% in size
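Chicken DT40 Tdp1-/- cells stably complemented with human TDP1 were seeded at 400 cells/well with DMSO in place of 20 nM camptothecin. After compound pinning, cells grew at least 48 hr at 37 °C; viability read by CellTiter-Glo luminescence.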
* marks the source's active call; other numbers are inactive results; ? = inconclusive; [ ] = dose if it differs, or a comment. On the % scale 0 is the no-effect control and ±100 the full control effect; potency means the concentration at half of the fitted maximal effect. An excerpt, so the mix of outcomes need not match the whole.

SMILES	DT40 TDP1 no CPT
CN(Cc1ccco1)C(=O)CSc1nn2c(=O)c(C(C)(C)C)nnc2s1	-7%
CCOC(=O)C1=CCN(S(=O)(=O)c2ccccc2Br)C1c1ccc(Cl)c(Cl)c1 (configuration not stated)	18µM*
CC1=CN2C(c3cccc([N+](=O)[O-])c3)=NON(c3ccc(C)cn3)C2C=C1 (configuration not stated)	?
O=C(CCc1cccnc1)NCC1Cc2cccc(-c3ncccn3)c2O1 (configuration not stated)	11%
C[C@@H]1CN([C@H](C)CO)C(=O)c2cc(Br)cnc2O[C@H]1CN(C)Cc1ccccc1	?
COC(=O)[C@]12CCCCC=C1N(Cc1ccccc1)C(=O)[C@H](CC(=O)N1CCN(C(=O)c3ccco3)CC1)C2	?
O=C(c1ccc2c(c1)C(=O)N(c1ccc(Cl)cc1)C2=O)N1CCN(c2ccccn2)CC1	-13%
CCOC(=O)[C@]12CCC=C1N(Cc1ccco1)C(=O)[C@H](CC(=O)N1CCCC1)C2	-23%
CCCCn1c(N)c(N(CCC(C)C)C(=O)CSc2nc3ccccc3s2)c(=O)[nH]c1=O	?
CC(C)(C)C(=O)NCc1ccc(C(=O)CSc2nnc3n2CCCCC3)s1	-3%
Cc1ccc(Cn2cc(CN3CC(N4CCN(Cc5ccccc5F)CC4)CS3(=O)=O)nn2)cc1 (configuration not stated)	16µM*
Cc1nc2cc(C)c(C)cc2o1	33%[activator]
CN(C)CC/C=C1\c2ccc(F)cc2Sc2cc(F)c(Cl)cc21	?
Cc1cc(=O)n(Cc2ccco2)c(=S)[nH]1	0%
Cc1ccc(C=NNc2ccc([N+](=O)[O-])cn2)cc1	-28%
CN(C)c1ccc(C=NNC(=S)Nc2ccc(F)cc2)cc1	4.6µM*
COc1ccc(-c2ccc(CN3C(C)C(=O)N(Cc4cn(CCC5OCCO5)nn4)CCS3(=O)=O)cc2)cc1OC (configuration not stated)	12µM*
Cc1ccc([C@H]2N[C@]3(CCCN(Cc4ccco4)C3=O)[C@H]3C(=O)N(C)C(=O)[C@@H]23)cc1	-9%
O=c1cc2c(c(-c3ccccc3)n1Cc1ccccc1)[C@H](CCO)NC2	4%
CCc1nc2ccc(C(=O)N3CCN(S(=O)(=O)CC)CC3)cn2c1N(CC)CCOC	-2%
Cc1cc(C(=O)N2CCc3ccccc3C2)c(C)o1	?
C=C(C)Cn1c2ccc(NC(=S)NCc3ccccc3F)cc2c(=O)n1C	-18%
Cc1c(CCO)sc[n+]1CC(=O)c1ccc2ccccc2c1	16µM*
Cc1cn(CC(=O)NCCCn2ccnc2)c(=O)[nH]c1=O	17%
O=C(CCSCCC(=O)NN=Cc1ccccc1O)NN=Cc1ccccc1O	-24%
CCc1cc(C(=O)NCCN2Cc3ccccc3OC(c3ccsc3)C2)n(C)n1 (configuration not stated)	21µM*
O=[N+]([O-])c1ccc(NS(=O)(=O)c2ccc(Cl)c(Cl)c2)cc1	10µM*
COc1cccc(S(=O)(=O)N2C[C@H](O)COC[C@H]3O[C@@H](CC(=O)N4CCN(C)CC4)CC[C@@H]32)c1	13%
CCOC(=O)CCN(C(=O)Nc1ccccc1)C1CCCCC1	-8%
CN(C)c1cccc(CNC(=O)c2csc(COCCO)n2)c1	-1%

(cont.)
SMILES	DT40 TDP1 no CPT
NC(=O)c1cccc(-c2ccnc3c2CC(C(=O)NCCC(F)(F)F)O3)c1 (configuration not stated)	-20%
O=C(Nc1nc2ccccc2s1)c1ccc2sc([C@H]3C[C@H](O)[C@@H](CO)O3)nc2c1	16µM*
NC(COCc1ccccc1)c1csc(Nc2cc(NCCCO)ncn2)n1 (configuration not stated)	?
CCc1ccccc1-n1ncc(C(=O)Nc2ccc(OC)cc2)c1C	?
CCN(CC)CCCN1C(=O)C(=O)/C(=C(/O)c2c(C)nc3ccccn23)C1c1ccc(C)o1 (configuration not stated)	-17%
COc1ccc(-c2ccc3c(c2)c(Sc2ccccc2)c(-c2ccccc2)n3C)cc1	-29%
S=C(NCCCN(Cc1ccc(Cl)cc1)c1ccc(-c2ccccc2)cn1)NCCCN(Cc1ccc(Cl)cc1)c1ccc(-c2ccccc2)cn1	?
CN(C)C(=O)c1ccc(SC(=S)NCc2ccccc2)cc1	5.8µM*
Cc1ccc(C(=O)N2CCN(c3ccc4c(c3)C3CC4CCN3C(=O)OCc3ccccc3)CC2)cc1 (configuration not stated)	15µM*
O=C1CCC[C@@H]2[C@@H](Cc3ccccc3)[C@@H](Nc3ccccc3)C[C@@H]3CCN1[C@@H]32	11µM*
COc1ccc(Nc2nnc(SCC(=O)N(CC(C)C)C3CCS(=O)(=O)C3)s2)cc1 (configuration not stated)	18µM*
CC(=O)OC1C(=O)N(Cc2ccccc2)C1c1ccc(C)cc1 (configuration not stated)	?
COC(=O)[C@@]12C[C@@H](CC(=O)N3CCN(C(=O)c4ccco4)CC3)C(=O)N(CCc3ccc(OC)c(OC)c3)C1=CCC(C)(C)C2	?
Cc1csc(NC(=O)c2cccnc2Cl)n1	9%
COc1cccc(CN(C)C[C@H]2OCc3cnnn3CCCC(=O)N([C@H](C)CO)C[C@@H]2C)c1	4%
CCCCN1CC(N2CCN(CCO)CC2)CS1(=O)=O (configuration not stated)	10%
Cc1ccc(S(=O)(=O)N2CCN(C(=O)COC(=O)/C=C/c3ccc(OC(F)F)cc3)CC2)cc1	21µM*
CC1(C(=O)NS(=O)(=O)c2cccc(Cl)c2)CCN1C(=O)C1(c2ccc(Cl)cc2)CC1 (configuration not stated)	-11%
C[C@H]1NS(=O)(=O)c2cc(Cl)ccc2O[C@@H]1c1ccccc1	?
CCCN(C)C[C@H]1Oc2ncc(Br)cc2C(=O)N([C@@H](C)CO)C[C@@H]1C	3%
CC(=O)NC(c1ccccc1)c1nc(-c2cccc(CO)c2)cs1 (configuration not stated)	-10%
CCCCNC(=O)c1cc(-c2ccccc2)sc1N	16µM*
COc1ccc(C(=O)N2CCC(C)(C(=O)O)C2)cc1OC (configuration not stated)	3%
O=S(=O)(Nc1c(O)ccc2ccccc12)c1cccc2ccccc12	?
O=S(=O)(c1c(F)cccc1F)N(CCc1ccc(F)cc1)C[C@@H](O)COCc1ccccc1	?
CN1OC[C@@H]2CN[C@H](c3ccc(-c4cccc(F)c4)cc3)C[C@@H]21	?
Cc1ccc(C(=O)Nc2ccccc2N2CCCCC2)cc1S(=O)(=O)N1CCOCC1	?
CCCCCCN1CCN(C2CN(CCCC)S(=O)(=O)C2)CC1 (configuration not stated)	?
COCCn1c(SCC(=O)N2CCCC2=O)nnc1-c1ccncc1	7%
COc1ccc(/C=C2/CCCc3ccccc3C2=O)cc1	5.8µM*

Three compounds picked at random from the list so far:
SMILES	DT40 TDP1 no CPT
CCCCNC(=O)c1cc(-c2ccccc2)sc1N	16µM*
CN1OC[C@@H]2CN[C@H](c3ccc(-c4cccc(F)c4)cc3)C[C@@H]21	?
COc1ccc(-c2ccc3c(c2)c(Sc2ccccc2)c(-c2ccccc2)n3C)cc1	-29%

(cont.)
SMILES	DT40 TDP1 no CPT
COc1ccc(OC)c(NC(=O)Nc2ccc(O)c3ccccc23)c1	4.6µM*
C#CCOc1ccc(CNC[C@H]2O[C@@H](n3ccc(N)nc3=O)[C@H](O)[C@@H]2O)cc1	-21%
O=c1[nH]nc(SC2CCCCC2)c(=O)[nH]1	-11%
O=C(c1cccc(Cl)c1)N1CCC(=O)N(C(CO)Cc2ccccc2)CC1 (configuration not stated)	-10%
O=C(O)c1cc2ccc(O)cc2oc1=O	-27%
C/C(=N\Nc1ccc(Cl)nn1)c1ccccc1O	0.58µM*
O=C(c1ccccc1)N1CCCCC1	1%
Cc1ccc(O)c(CN(C)Cc2cc(C)ccc2O)c1	?
COCCNc1nc(Nc2ccc(F)cc2)c2sccc2n1	12µM*
O=c1[nH]c2cc3ccccc3cc2nc1-c1nnnn1Cc1ccccc1	23µM*
CC1(C(=O)NS(=O)(=O)c2ccc(Cl)cc2)CCN1C(=O)c1cccc(F)c1 (configuration not stated)	-5%
CC1(C(=O)Nc2ccc(Cl)c(C(F)(F)F)c2)Cc2c(-c3cccc(C(N)=O)c3)ccnc2O1 (configuration not stated)	6.5µM*
CCn1c2ccccc2c2cc(NC(=O)COc3ccc(C)cc3C)ccc21	?
COc1ccc(CN2Cc3ccccc3OC(c3ccccc3OC)C2)cc1O (configuration not stated)	?
COc1ccc(NC(=O)C2Cc3c(-c4ccc(Cl)cc4)ccnc3O2)cc1 (configuration not stated)	13µM*
Cc1noc(C)c1NC(=O)N(C)C[C@@H]1Oc2ncc(Br)cc2C(=O)N([C@@H](C)CO)C[C@H]1C	-14%
CC(=O)c1c(CC(=O)O)[nH]n(-c2nc3ccccc3s2)c1=O	?
COc1ccccc1-c1ccnc(-n2ncc(C(=O)N(C)C(C)c3ccon3)c2C2CC2)n1 (configuration not stated)	-23%
COc1ccc2nc(N3C(=O)C(O)=C(C(=O)c4ccco4)C3c3ccc(OC)c(OC)c3)sc2c1 (configuration not stated)	?
O=C1[C@H]2[C@@H](c3ccccc3)N[C@]3(CCCN(Cc4ccc(C(F)(F)F)cc4)C3=O)[C@H]2C(=O)N1Cc1ccccc1	?

Gathered by group: those above with a COOH group (3)
SMILES	DT40 TDP1 no CPT
COc1ccc(C(=O)N2CCC(C)(C(=O)O)C2)cc1OC (configuration not stated)	3%
O=C(O)c1cc2ccc(O)cc2oc1=O	-27%
CC(=O)c1c(CC(=O)O)[nH]n(-c2nc3ccccc3s2)c1=O	?

The listing continues:
SMILES	DT40 TDP1 no CPT
COc1cc(C2c3cc4c(cc3C3OC(=O)C2C3CO)OCO4)cc(OC)c1OC (configuration not stated)	0.016µM*
CCOC(=O)[C@]12CCC=C1N(Cc1ccccc1)C(=O)[C@H](CC(=O)N1CCSCC1)C2	-6%
Cc1cc2c(cc1C)-n1nnnc1C(N1CCN(C(=O)OCc3ccccc3)CC1)C(=O)N2 (configuration not stated)	5.8µM*
CC1CCC(NC(=O)c2cccn2C)CC1 (configuration not stated)	?
CCCn1cnc2c(SCc3ccccn3)nc(N)nc21	-1%
O=C(NC1CCCCC1)C1c2ccccc2OCC(=O)N1CC(F)(F)F (configuration not stated)	-10%
CC(=O)CSc1nc(CCc2ccccc2)c(C#N)c(=O)[nH]1	-5%
CCOc1ccc(C2CC=C(C(C)=O)CN2S(=O)(=O)c2ccc(C)cc2)cc1 (configuration not stated)	23µM*
COc1ccccc1N1CCN(S(=O)(=O)CCNC(=O)COc2ccccc2)CC1	?
COc1cc2c(-c3ccccc3)c(C)oc2cc1/C=N/NC(N)=S	?
COC(=O)[C@]12CCCCC=C1N(Cc1ccc3c(c1)OCO3)C(=O)[C@H](CC(=O)NCCc1ccccc1OC)C2	18µM*
CC(=O)N(C(C)=O)c1ncn(C)c1S(=O)(=O)Nc1ccccc1	5%
Cc1c(C(=O)NCc2ccc3c(c2)OCCO3)sc(=O)n1Cc1ccc(S(=O)(=O)N(C)C)cc1	15µM*
CCc1nc2c(OCc3ccccc3C)cccn2c1N(C)C(=O)C1CC1	23µM*
Cc1cc(N2CCN(C(C(=O)NC3CCCC3)c3ccco3)CC2)c2ccccc2n1 (configuration not stated)	23µM*
O=C(O)c1ccc(S(=O)(=O)c2ccccc2)s1	-11%
Cc1ccccc1NC(=O)CN1CCCC1	-1%
Cc1ccc(NNC(=O)c2sccc2Cl)c(C)c1	?
C=CCN1CC[C@@H](O)C(=C)S1(=O)=O	-14%
CCN(CC1CCCN(CCc2cccc(F)c2)C1)C(=O)c1ccoc1C (configuration not stated)	-26%

Later entries.
SMILES	DT40 TDP1 no CPT
O=C(NC1=NCCS1)c1cccc(F)c1	-20%
CC(=O)NC(c1ccc(F)c(F)c1)c1nc(-c2ccccc2)cs1 (configuration not stated)	?
CCN(CC(=O)Nc1c(F)cccc1F)C(=O)CCCOc1ccccc1	-15%
CCN(CC)CC(=O)NC1CCCc2c1cnn2-c1cc(F)cc(F)c1 (configuration not stated)	-5%
CC(C)CC1C(=O)N(Cc2cn(Cc3ccco3)nn2)CCS(=O)(=O)N1Cc1ccc(-c2ccccc2)cc1 (configuration not stated)	?
C[C@H](CO)N1C[C@H](C)[C@H](CN(C)S(=O)(=O)c2ccc(F)cc2)Oc2ncc(Br)cc2C1=O	?
CCN(CC)C(=O)C1=C(C)N(Cc2ccc(OC)cc2)C(=O)C(CC(=O)NCc2ccco2)C1 (configuration not stated)	-24%
Cc1ccc(Nc2nc(NCc3ccccc3)nc3ccsc23)c(C)c1	6.5µM*
CCOC(=O)N1CCN(C(=O)C[C@@H]2C[C@@]3(C(=O)OCC)CCCC=C3N(CCc3ccc(OC)c(OC)c3)C2=O)CC1	?
CC(C)NC(=O)C1CC(=O)N(CCc2ccc(F)cc2)C1 (configuration not stated)	-4%
COCCCNC(=O)C[C@@H]1C[C@@]2(C(=O)OC)CC(C)(C)CC=C2N(Cc2ccco2)C1=O	0%
C=C1C=C(C)n2ncc(C(=O)N(CCc3ccccc3)Cc3ccccc3)c2N1	?
Cc1ccc(CC(=O)Nc2cccc(C(=O)Nc3c(C)n(C)n(-c4ccccc4)c3=O)c2)cc1C	?
CCCCCCN1C[C@@H](n2cc(C3CC3)nn2)[C@H](O)C[C@@H]1c1ccc(C)cc1	?

2 successive records already listed:
SMILES	DT40 TDP1 no CPT
Cc1ccc(CC(=O)Nc2cccc(C(=O)Nc3c(C)n(C)n(-c4ccccc4)c3=O)c2)cc1C	?
CCCCCCN1C[C@@H](n2cc(C3CC3)nn2)[C@H](O)C[C@@H]1c1ccc(C)cc1	?
